Cardio protect = modulators protecting cardiomyocytes from myocardial damage | H9c2 cardiomyocytes, H2O2 injury protection, ATPLite, 2 h | protection from H2O2 cell death, % at 20 µM | 0.63% of 360,000 active;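 active means compounds giving at least 50% protection of heart cells from peroxide-induced death in the single-dose screen, raw or plate-pattern-corrected value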;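 further: 0% = DMSO wells with peroxide and 100% = DMSO wells without peroxide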
CaV13 ICDI inh = Disruptors of the CACNA1D IQ motif to Ca2+-dependent inactivation inhibitor domain association, primary screening, Förster resonance energy transfer in intact living …. HEK cells, CFP/YFP FRET ICDI-IQ, plate reader, 10 min; percent FRET-ratio fall versus neutral wells. 0.098% of 340,000 active. inhibition, % at 12.3 µM;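 active means mean replicate inhibition of at least 30% and at least 1% of replicates passing that level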;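 further: 0% = median of the neutral control wells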
Vif inh = blocks HIV Vif function. AID 602346. HEK293T cells, Vif self-association by quenched fluorescence, imaging, 24 h. inhibition, % at 7.49 µM. 0.35% of 340,000 active; in the data active means inhibition above about 50%, passing the limit was not always enough; further: some results filed as inactive read as strong as hits
PDI turbidity = PDI (human) enzyme inhibition; P07237; PDI insulin aggregation turbidity, A650, 90 min; inhibition, % at 10 µM; 0.052% of 350,000 active;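 active means mean inhibition across replicates of 30% or more, whatever share of single replicates reach that level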;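 further: absorbance from insulin aggregation driven by PDI reduction with DTT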
ABCB6 inh MLPCN = blocks the human ABCB6 transporter. Q9NP58. K562-ABCB6 porphyrin accumulation, flow cytometry, 1 h; active compounds read low. fluorescence ratio to DMSO, % at 10 µM. 0.19% of 360,000 active. AID 602162;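 active means fluorescence ratio to DMSO below 75%, the collection mean minus 3 SD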;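 further: signal is porphyrin accumulated inside mitochondria; 100% equals median channel fluorescence of DMSO control wells; lower ratio means ABCB6 inhibition with less porphyrin fluorescence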
MC4R antag cAMP = antagonists of human melanocortin 4 receptor (MC4R) | 0.48% of 360,000 active | AID 540295 | inhibition, % at 6.5 µM | P32245 | MC4R-expressing cells, MTII-stimulated cAMP, LANCE TR-FRET;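 active means inhibition above its plate's cutoff, the mean of tested wells on that plate plus 3 SD, cut at about 29% in these data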;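 further: 0% = Melanotan II alone and 100% = Melanotan II plus saturating MCL0020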
Target sequence (P32245 whole entry, looked up): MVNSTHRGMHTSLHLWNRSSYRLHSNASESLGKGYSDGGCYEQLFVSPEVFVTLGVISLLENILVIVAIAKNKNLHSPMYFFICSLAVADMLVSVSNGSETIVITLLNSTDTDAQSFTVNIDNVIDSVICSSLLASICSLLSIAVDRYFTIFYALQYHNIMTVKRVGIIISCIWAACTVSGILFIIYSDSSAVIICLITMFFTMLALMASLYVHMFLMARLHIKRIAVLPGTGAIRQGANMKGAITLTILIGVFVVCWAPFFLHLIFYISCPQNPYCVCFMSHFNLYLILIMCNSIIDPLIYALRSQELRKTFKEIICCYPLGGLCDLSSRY
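Test system: U2OS cells stably expressing human melanocortin 4 receptor (MC4R); also added: Melanotan II challenge; compound: 6.5 µM single dose; timing: 30-min compound preincubation, 1-h Melanotan II challenge, 1-h detection, room temperature; signal: Eu-cAMP/anti-cAMP TR-FRET, emission 671 nm; repeats: one well per compound, no replicates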
aDG glyco act = alpha-DG glycosylation activation; Pro5-aDG cells, alpha-DG glycosylation AlphaScreen (IIH6); 0% Pro5, 100% B10-LARGE cell signal; activation, % at 10 µM; 0.22% of 360,000 active; AID 624168;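 active means activation of at least 8% versus controls, or a plate z-score of at least 8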;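 further: Pro5 are CHO cells carrying HIG-tagged alpha-DG that lacks glycosylation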
HTR2A ag = agonists of mouse serotonin 5-HT2A receptor (HTR2A) | AID 624169 | P35363 | activation, % at 7.6 µM | 0.66% of 360,000 active | CHO-K1 mHTR2A beta-arrestin complementation, luminescence; percent of 30 µM serotonin response;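 active means activation above a run cutoff, the mean activation of all tested compounds plus 3 SD, cut at about 14% in these data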;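 further: 0% = plate median of compound wells and 100% = 30 µM serotonin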
Target sequence (P35363 whole entry, looked up): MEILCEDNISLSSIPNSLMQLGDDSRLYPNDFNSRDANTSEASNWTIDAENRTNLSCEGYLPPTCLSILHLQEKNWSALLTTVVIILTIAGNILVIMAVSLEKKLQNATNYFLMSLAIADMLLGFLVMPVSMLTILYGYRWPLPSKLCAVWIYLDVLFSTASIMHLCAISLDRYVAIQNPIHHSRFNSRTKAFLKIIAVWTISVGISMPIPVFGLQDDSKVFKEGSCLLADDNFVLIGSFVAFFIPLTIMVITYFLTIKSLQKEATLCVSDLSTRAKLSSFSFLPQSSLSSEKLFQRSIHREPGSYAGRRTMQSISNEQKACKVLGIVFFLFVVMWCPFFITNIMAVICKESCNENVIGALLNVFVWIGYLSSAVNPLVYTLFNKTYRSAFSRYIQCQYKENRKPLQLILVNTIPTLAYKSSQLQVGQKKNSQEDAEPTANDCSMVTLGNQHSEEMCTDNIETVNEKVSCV
MC4R ag barr = human MC4R agonism via beta-arrestin. P32245. activation, % at 8.9 µM. AID 540308. U2OS MC4R beta-arrestin complementation, luminescence; percent of melanotan II response, DMSO zero. 0.98% of 360,000 active;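 active means activation above a per-plate cutoff, the mean activation of sample wells on that plate plus 3 SD, cut at about 8% in these data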
Glyco luc inh = blocks N-linked glycosylation in D54 reporter cells | AID 588692 | D54 ERlucT glycosylation luciferase reporter, 24 h; percent of 100 nM tunicamycin response | 0.23% of 360,000 active | reporter increase, % at 12.5 µM;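 active means mean luciferase reporter signal, scaled so untreated is 0 and the glycosylation-blocking control 100, at or above a set limit in every replicate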;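 further: luciferase carries N-glycosylation sites so blocking glycosylation raises the light; 0% = median of neutral control wells and 100% = median of 100 nM tunicamycin wells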
* = called active by the depositor; nt = no result given; & = joins results of further samples.

SMILES	Cardio protect	CaV13 ICDI inh	Vif inh	PDI turbidity	ABCB6 inh MLPCN	MC4R antag cAMP	aDG glyco act	HTR2A ag	MC4R ag barr	Glyco luc inh
CC(C)NC(=O)CN1CCN(Cc2nc(C(c3ccccc3)c3ccccc3)no2)CC1	-8	-5	6	4	99	3	0.1	0	-2.5	0
C=C(C)c1cccc(C(C)(C)NC(=O)N2CCN(CC)CC2)c1	6	nt	nt	-4	98	4	0.3	4	-0.4	nt
COc1ccc(CC(=O)NC(C)c2nnc(SCC(=O)c3ccc(Br)cc3)n2C)cc1 (stereo not drawn)	8	-3	-8	6	99	13	0.2	2	-1.7	1
COC(C[C@@H](O)CC(=O)[C@@H](C)OCc1ccccc1)OC	2	-11	-5	-4	100	1	-0.1	2	-0.8	2
COc1ccc(C2NC(C(=O)O)Cc3c2[nH]c2ccccc32)cc1CN1CCN(c2ccc(F)cc2)CC1 (stereo not drawn)	3	-4	5&-1	-1	99	30*	-0.2	-7	0.5	-2
Cc1ccc(C(=O)CSc2cc(C)[nH]c(=O)n2)cc1	-8	-6	-24	-8	102	0	0.4	-4	-1.9	-19
C[C@H](NC(=O)c1ccccc1)C(=O)N1CCN(c2ccccc2)CC1	3	-4	-5	0	100	1	0.1	3	0.2	1
CC(C)C(=O)NN(C(=O)C(C)C)c1nc2ccccc2s1	0	-4	5	5	99	1	-0.1	-3	0.9	3
COc1ccccc1C1(O)CCN(CC(=O)Nc2nc(-c3ccccc3)cs2)CC1	3	-4	-6	7	92	14	0.7	-3	-0.9	-4
COC(=O)[C@]1(C)CCC[C@@]2(C)C3CC[C@@]4(C)C[C@]3(CC[C@H]12)C[C@H]4O (stereo partly drawn)	-3	-19	-4	-2	96	22	0.1	-7	3.3	1
COc1ccc(C(c2c(NC(=O)c3ccco3)sc(C)c2C)N2CCOCC2)cc1 (stereo not drawn)	-16	-6	-7	-1	81	1	-0.4	6	-0.6	-7
CCc1ccc(S(=O)(=O)NCCc2cn3ccc(C)cc3n2)s1	-7	-3	-1	2	99	11	-0.1	-4	0.8	2
CCOC(=O)C1=CCN(S(=O)(=O)c2ccc(F)cc2)C1c1cccc(Cl)c1 (stereo not drawn)	1	-5	nt	nt	93	nt	0.0	5	nt	-3
CCC1(c2ccc(F)cc2)NC(=O)N(CC(=O)N(C)C2CCS(=O)(=O)C2)C1=O (stereo not drawn)	3	-6	2	2	95	3	0.0	3	0.4	1
COC(=O)Nc1nc2ccc(-c3n[nH]c(=O)c4ccccc34)cc2[nH]1	68*	-4	-3	5	104	-19	0.0	1	0.3	16
COc1ccccc1N1CCN(C(=O)c2cc(-c3ccccc3O)on2)CC1	-6	-2	1	-6	100	0	-0.1	-7	2.7	-1
O=S(=O)(NCc1cc(-c2ccc(Cl)cc2)no1)c1ccc(Cl)cc1	-13	-5	-5	-15	94	7	-0.1	-1	4.3	0
COCCNC(=O)c1ccccc1NC(=O)c1ccccc1N(C)S(=O)(=O)c1ccccc1	-1	nt	-9	6	106	-6	0.0	-1	-0.9	3
Fc1ccc(-[n+]2nc(Nc3ccccc3)sc2-c2c(Cl)cccc2Cl)cc1	-28	-4	-3	-4	95	14	-0.2	-9	2.4	3
CN(C)/C=C1\N=C(c2ccc3c(c2)OCO3)OC1=O	-8	-1	nt	1	99	3	-0.1	4	-1.3	-4

The list goes on, starting with the last 6 of the part before.
SMILES	Cardio protect	CaV13 ICDI inh	Vif inh	PDI turbidity	ABCB6 inh MLPCN	MC4R antag cAMP	aDG glyco act	HTR2A ag	MC4R ag barr	Glyco luc inh
COC(=O)Nc1nc2ccc(-c3n[nH]c(=O)c4ccccc34)cc2[nH]1	68*	-4	-3	5	104	-19	0.0	1	0.3	16
COc1ccccc1N1CCN(C(=O)c2cc(-c3ccccc3O)on2)CC1	-6	-2	1	-6	100	0	-0.1	-7	2.7	-1
O=S(=O)(NCc1cc(-c2ccc(Cl)cc2)no1)c1ccc(Cl)cc1	-13	-5	-5	-15	94	7	-0.1	-1	4.3	0
COCCNC(=O)c1ccccc1NC(=O)c1ccccc1N(C)S(=O)(=O)c1ccccc1	-1	nt	-9	6	106	-6	0.0	-1	-0.9	3
Fc1ccc(-[n+]2nc(Nc3ccccc3)sc2-c2c(Cl)cccc2Cl)cc1	-28	-4	-3	-4	95	14	-0.2	-9	2.4	3
CN(C)/C=C1\N=C(c2ccc3c(c2)OCO3)OC1=O	-8	-1	nt	1	99	3	-0.1	4	-1.3	-4
Cc1cc(N2CCN(C(=O)c3cccs3)CC2)c(F)cc1[N+](=O)[O-]	-14	-3	-8	-13	98	-2	0.2	8	1.6	-3
CCOC(=O)C1CCN(S(=O)(=O)c2ccc3[nH]c4c(c3c2)CCCC4)CC1	-12	-7	-2	5	95	10	0.4	0	-2.5	-1
CSCCC(NC(=O)c1ccccc1)C(=O)NC1CCCC1 (stereo not drawn)	4	-8	-2	-7	90	5	0.0	1	-0.3	0
Cn1nc(C(F)(F)F)c(/C=N/OCc2c(Cl)cccc2Cl)c1Cl	-12	-4	5	1	103	-2	0.0	2	1.7	-2
COc1ccc(C2(C)CC(C)(C)Nc3ccccc32)cc1 (stereo not drawn)	-8	-2	-5	-1	100	8	-0.1	-1	4.5	1
CCOC(=O)C1C(=O)C=C(c2ccc(C)cc2)CC1c1cccc([N+](=O)[O-])c1 (stereo not drawn)	-6	-15	5	16	101	4	0.0	-6	-2.4	-6
COc1ccc(-c2cc(C(=O)NC(C)c3ccccn3)c3ccccc3n2)cc1OC (stereo not drawn)	55*	-3	-3	-1	95	-9	-0.5	20*	-0.5	6
Cc1c(Cl)cnc(NC(=O)COC(=O)C2CCCC2)c1Cl	-2	-5	2	-2	100	13	-0.1	0	-0.5	1
CCOc1ccc(NC(=S)NC(C)c2cccs2)cc1 (stereo not drawn)	-4	-2	4	-2	99	8	0.2	-1	-1.4	2
CCc1nc2ccc(C(=O)NC(C)(C)C)cn2c1N(CC)Cc1cccc(Br)c1	-3	-6	-2	1	96	19	0.6	1	2.4	-5
O=C(Nc1ccc2[nH]ncc2c1)C1CCC1	5	27	-4	1	93	8	-0.1	-2	0.6	3
CCC(CC)C(=O)NC12CC3CC(CC(C3)C1)C2	5	-5	-5	8	99	8	0.0	-4	-1.8	2
CCCOc1ccc(Oc2ccc(S(=O)(=O)N3CCN(C)CC3)cn2)cc1	-6	-6	7	-2	89	-7	0.2	-7	-0.3	-1
Cc1ccc(C(=O)N2CC(C)CC(C)C2)cc1S(=O)(=O)N1CCCCC1 (stereo not drawn)	2	-2	2	-5	98	-4	0.2	-5	-1.4	-1
O=C(c1cccc([N+](=O)[O-])c1)N1CCOCC1	-2	-3	7	3	77	-5	0.0	-1	-1.6	3
CC1CCC2C(=O)N(c3ccc(NC4CCN(Cc5ccccc5)CC4)c([N+](=O)[O-])c3)C(=O)C2C1 (stereo not drawn)	-3	-15	29	-3	102	-2	-0.2	-12	-0.9	-4
COc1cccc(C2/C(=C(/O)c3cnn(-c4ccccc4)c3C)C(=O)C(=O)N2CCN(C)C)c1OC (stereo not drawn)	7	-2	-2	9	102	0	0.7	-1	-2.8	2
COC(=O)CSc1ncnc2c1sc1nc(N3CCOCC3)c3c(c12)CCCC3	8	-3	-1	1	92	6	0.0	1	-1.5	2
CC1CCc2nc3ccccc3c(C(=O)OCC(=O)NC3CCS(=O)(=O)C3)c2C1 (stereo not drawn)	18	-1	-2	1	98	3	0.2	-1	0.1	1
COc1ccc(NC(=O)CN(C)C(=O)c2cccnc2Sc2ccc(C)c(C)c2)cc1	-4	-6	8	-14	97	5	-0.1	-4	-1.3	-1

An excerpt from above in order of molar mass, highest first.
SMILES	Cardio protect	CaV13 ICDI inh	Vif inh	PDI turbidity	ABCB6 inh MLPCN	MC4R antag cAMP	aDG glyco act	HTR2A ag	MC4R ag barr	Glyco luc inh
COc1cccc(C2/C(=C(/O)c3cnn(-c4ccccc4)c3C)C(=O)C(=O)N2CCN(C)C)c1OC (stereo not drawn)	7	-2	-2	9	102	0	0.7	-1	-2.8	2
CCOC(=O)C1CCN(S(=O)(=O)c2ccc3[nH]c4c(c3c2)CCCC4)CC1	-12	-7	-2	5	95	10	0.4	0	-2.5	-1
Cc1ccc(C(=O)N2CC(C)CC(C)C2)cc1S(=O)(=O)N1CCCCC1 (stereo not drawn)	2	-2	2	-5	98	-4	0.2	-5	-1.4	-1

Remaining list, next part:
SMILES	Cardio protect	CaV13 ICDI inh	Vif inh	PDI turbidity	ABCB6 inh MLPCN	MC4R antag cAMP	aDG glyco act	HTR2A ag	MC4R ag barr	Glyco luc inh
COc1ccc(C(=O)Nc2ccc(OCc3ccccc3)cc2)cc1[N+](=O)[O-]	-1	-5	-1	4	95	0	0.0	6	30*	-2
Cc1ccc(-c2nn(C)c(=O)c3ccccc23)cc1CNC(=O)c1ccco1	21	nt	10	-1	99	-1	-0.3	-6	-0.4	0
Cc1nc2ccccn2c1C(=O)OCC#N	6	1	3	-2	97	-1	0.1	2	0.0	1
CCNc1nc(Oc2ccc(C(=O)OC)cc2)nc(SC)n1	4	-5	4	10	97	10	-0.2	2	-0.2	-1
O=[N+]([O-])c1cc(Cl)cc2c1nc(NCCO)c1ccccc12	-2	-4	-5	-8	103	-28	0.2	-1	-0.3	4
CCOc1ccccc1N(CC(=O)NC1CCCC1)C(=O)CCC(=O)Nc1cc(C)on1	8	-6	nt	1	83	2	0.0	0	-0.7	0
NC(=O)C1CCCN(CC(=O)N2CCN(c3ccccc3)CC2)C1 (stereo not drawn)	12	-2	20	5	93	12	-0.1	1	-0.9	2
COc1ccc2oc(=N)c(-c3nnc4n3CCCCC4)cc2c1	-4	-4	-21	-3	95	-1	0.0	-1	-1.5	1
Cc1ccc(C2C(C#N)=C(N)N(c3ncn[nH]3)C3=C2C(=O)CC(C)(C)C3)cc1 (stereo not drawn)	11	nt	6	-3	106	3	-0.1	3	-1.6	4
CC(C)C[C@@H](CN1CCCC1CN1C(=S)NC[C@@H]1Cc1ccc(O)cc1)N1C[C@H](Cc2ccc(O)cc2)N(CC2CCCCCC2)C1=S (stereo partly drawn)	-39	-7	nt	-1	95	13	0.4	-1	0.8	-8
CCC1(c2ccccc2)NC(=O)N(CC(=O)NCc2ccncc2)C1=O (stereo not drawn)	1	-4	-5	8	96	3	-0.1	6	-0.5	1
COc1ccc(Cl)cc1N(CC(=O)N1CCCC1)S(C)(=O)=O	-3	-20	0	-1	97	26	-0.1	2	2.2	0
CC(=O)NC(Cc1ccc(F)cc1)C(=O)N1CCN(C(=O)NCc2ccccc2)CC1 (stereo not drawn)	-3	-7	nt	4	86	-2	0.1	2	-0.6	-2
O=C(NCc1ccccc1Cl)c1ccc2sc([C@@H]3O[C@H](CO)[C@H](O)[C@H](O)[C@H]3O)nc2c1	9	-12	-11	1	99	4	-0.3	-1	-0.6	-1

Source: PubChem BioAssay (several laboratories)
